Menin MLL FP TR = displaces Texas Red mutant MLL peptide from human menin. O00255. Menin + Texas Red MLL mutant peptide, fluorescence polarization. Potency, µM (series often up to 61.6 µM), for the others: at the top dose FP activity change, negative = inhibition, usual class: inhibitors. 270,000 compounds, 0.23% hits; active = well fitted inhibition curve with a large enough effect in the polarisation, with a control signal flat, not every such curve was filed as active; inconclusive = small, poorly fitted or top-dose-only effect, or effect the other way, or a change in a side signal; inactive = no such curve, though single readings can be large or run the other way; the % refers to the polarisation; note: potency is the fitted concentration of half-maximal effect; % of control where 0% means no effect; many of its hits are not listed in these tables
Tb PFK inh = inhibitors of T. brucei phosphofructokinase; O15648; T. brucei PFK, ADP-Glo luminescence; Potency, µM (top dose mostly 57.5 µM), without a hit: top-dose activity, negative = inhibition, most hits filed as inhibitors; 330,000 compounds, 0.17% hits;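 note: potency is the fitted concentration of half-maximal effect; 0% = uninhibited 1x PFK enzyme wells and -100% = no-enzyme wells; nearly all actives have a fitted effect of over 60% in size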
Target sequence (O15648 whole entry, looked up): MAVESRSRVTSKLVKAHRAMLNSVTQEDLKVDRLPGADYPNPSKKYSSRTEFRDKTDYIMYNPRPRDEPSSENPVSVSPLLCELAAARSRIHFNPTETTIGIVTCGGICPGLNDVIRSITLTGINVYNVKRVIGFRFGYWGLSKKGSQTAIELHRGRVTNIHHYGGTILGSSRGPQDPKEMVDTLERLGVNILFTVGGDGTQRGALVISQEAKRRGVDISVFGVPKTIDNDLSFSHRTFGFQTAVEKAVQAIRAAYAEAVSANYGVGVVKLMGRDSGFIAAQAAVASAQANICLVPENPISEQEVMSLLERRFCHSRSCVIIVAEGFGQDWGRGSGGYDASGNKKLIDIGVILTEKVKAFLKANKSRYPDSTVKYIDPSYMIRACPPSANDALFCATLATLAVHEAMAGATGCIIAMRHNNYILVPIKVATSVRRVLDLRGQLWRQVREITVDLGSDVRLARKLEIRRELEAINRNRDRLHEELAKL
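Luminescent ADP detection (ADP-Glo, two-step: ATP depletion then ADP-to-ATP conversion for luciferase) reported PFK activity after 45 min room-temperature reaction of 1.25 nM enzyme with 0.5 mM F6P and 0.1 mM ATP at pH 8.0.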
ASM inhibitor = blocks human secretory acid sphingomyelinase. Potency, µM (titrated, usually from 57.5 µM), for inactives: at the highest dose activity change, negative = inhibition, hits mostly inhibitors. P17405. AID 504937. placental ASM, HMU-PC fluorogenic substrate, 60 min. 340,000 compounds, 0.006% hits; note: potency is the fitted concentration of half-maximal effect
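Human placenta-derived ASM enzyme was preincubated with compound for 10 minutes at room temperature, then given fluorogenic substrate HMU-PC0 (9 uM final) for 60 minutes at 37 °C; a pH 10 stop preceded fluorescence reading at Ex 386/Em 447 nm.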
GALK inh = inhibitors of human galactokinase | P51570 | Purified GALK, Kinase-Glo residual ATP luminescence | 270,000 compounds, 0.007% hits | Potency, µM (series often up to 57.5 µM), inactives show at the highest dose activity change, negative = inhibition, usual class: inhibitors | AID 1868; note: potency is the fitted concentration of half-maximal effect; % is set by controls: 0 for no effect and ±100 for the full control effect
Target sequence (P51570 whole entry, looked up): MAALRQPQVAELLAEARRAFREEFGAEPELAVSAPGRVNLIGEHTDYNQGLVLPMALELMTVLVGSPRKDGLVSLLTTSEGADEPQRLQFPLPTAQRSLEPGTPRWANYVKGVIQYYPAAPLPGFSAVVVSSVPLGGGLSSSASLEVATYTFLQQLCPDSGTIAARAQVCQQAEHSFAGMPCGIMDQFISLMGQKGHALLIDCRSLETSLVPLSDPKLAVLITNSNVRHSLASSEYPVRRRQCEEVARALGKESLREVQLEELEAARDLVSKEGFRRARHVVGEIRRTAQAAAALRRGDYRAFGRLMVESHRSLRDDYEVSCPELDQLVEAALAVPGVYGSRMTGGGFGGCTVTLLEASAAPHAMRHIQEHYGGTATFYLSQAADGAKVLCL
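Luminescence from leftover ATP (Ultra-Glo luciferase/luciferin) served as read-out after a 1 h room-temperature reaction of 5 nM GALK with 35 uM ATP and 100 uM galactose.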
BCR signal inh = chronic active BCR signaling inhibition; ABC-DLBCL IkBa-CBG/CBR reporter, luminescence ratio, 4 h; Potency, µM (doses to about 46.1 µM), for inactives: at the highest dose ratio change, negative = lower green/red ratio, most hits filed as inhibitors; 340,000 compounds, 0.05% hits; active = well fitted inhibition curve with a large enough effect in the signal ratio, with a control signal flat, not every such curve was filed as active; inconclusive = small, poorly fitted or top-dose-only effect, or effect the other way, or a change in a side signal; the % refers to the signal ratio;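 note: potency is the fitted concentration of half-maximal effect; plate controls were basal doxycycline-induced cells for no effect and cells given 10 µM MG132 for full effect; MG132 reads +100%, hits lower the ratio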
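Doxycycline induced both beetle luciferases in TMD8 lymphoma cells; IKK-driven degradation limits the IkappaBalpha-fused green signal, while red luminescence normalises for cell number and nonspecific effects. Compounds tested up to 46 uM, 4 hrs.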
B2AR arrestin = agonists driving beta-arrestin recruitment to human beta2-adrenergic receptor | P07550 | 330,000 compounds, 0.02% hits | Potency, µM (doses to about 46.1 µM), for the others: top-dose activation, hits mostly activators | beta-arrestin recruitment to beta2AR, cell-based reporter;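 note: potency is the fitted concentration of half-maximal effect; 0% = DMSO controls and full agonism = EC100 isoproterenol or metaproterenol; nearly all actives have a fitted effect of over 65% in size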
Coupling enz = counter-screen for Giardia aldolase inhibitors: coupling enzyme system. 290,000 compounds, 0.67% hits. coupling enzyme system counterscreen, AmpLite Red fluorescence. activity change, negative = inhibition, % at 58.2 µM, hits read low; in the data active = activity change below about -30%; note: % is set by controls: 0 for no effect and ±100 for the full control effect
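Coupling enzymes only (glyceraldehyde-3-phosphate) + compound, at 57.5 uM final, 10 min RT; add substrate/coupling/AmpLite Red mix, 20 min RT; fluorescence ex 525/em 598 nm. Actives flag coupling-system interference.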
TSG101-PTAP inh = blocks PTAP/TSG101 interaction to inhibit HIV-1 budding; Q99816; Fluorescence polarization, FITC-PTAP peptide / Tsg101 binding; Potency, µM (highest dose often 115 µM), without a hit: at the top dose activity change, negative = inhibition, hits mostly inhibitors; 340,000 tested, under 10 active; active = well fitted inhibition curve with a large enough effect in the main read-out, with a control signal flat, not every such curve was filed as active; inconclusive = small, poorly fitted or top-dose-only effect, or effect the other way, or a change in a side signal; inactive = no such curve, though single readings can be large or run the other way; note: potency is the fitted concentration of half-maximal effect; % of control where 0% means no effect
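FP read-out: FITC-PTAP peptide, 50 nM final, binding Tsg101 binding domain, 10 uM final; 20 min, r.t.; 10 mM HEPES pH 7.5, 0.15 M NaCl, 0.01% Tween 20, 3 mM EDTA, 0.1 mM TCEP.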
PKM2 act = activators of human pyruvate kinase M2; Potency, µM (series often up to 57.5 µM), inactives show at the highest dose activation, hits mostly activators; 260,000 compounds, 0.34% hits; purified PKM2, Kinase-Glo ATP luminescence, activation; response scale: 0% is enzyme alone, no compound; AID 1631; note: potency is the fitted concentration of half-maximal effect; % is set by controls: 0 for no effect and ±100 for the full control effect; nearly all actives have a fitted effect of over 55% in size
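Purified hPK-M2 (>95%) run at intermediate activity with 0.1 mM ADP and 0.5 mM PEP in 50 mM imidazole pH 7.2, KCl, MgCl2; 1 h room temperature. ATP formed read by Kinase-Glo luminescence; normalized to uninhibited and no-enzyme controls.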
Giardia killer = kills Giardia lamblia; 340,000 compounds, 0.15% hits; AID 540267; Giardia lamblia trophozoite viability; activity change, % at 7.66 µM, hits read low; in the data active = activity change below about -80%; inconclusive = between about -30% and that limit;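 note: parasites exposed to compound for two days anaerobically before the ATP read; % is set by controls: 0 for no effect and ±100 for the full control effect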
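Trophozoite viability was measured as ATP-dependent luminescence, read 15-30 min after reagent addition. Before that, parasites at 100 cells/well were exposed to compounds for 48 h, anaerobically, at 37 deg C.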
a7 integrin act = integrin-mediated muscular dystrophy alleviation activation. alpha7betagal myoblasts, beta-gal FDG fluorescence, 48 h. Potency, µM (titrated, usually from 38.3 µM), for the others: top-dose activation, actives largely listed as activators. 350,000 compounds, 0.064% hits;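 note: potency is the fitted concentration of half-maximal effect; 100% = response of the positive control SU9516; nearly all actives have a fitted effect of over 60% in size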
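alpha7betagal+/- myoblasts (passage 13, 250/well) treated 48 h at 37C with compounds at 1:260 dilution of DMSO stock. Lysed, then beta-galactosidase activity read as FDG fluorescence (ex 480/em 540) after 30 min, with pre-read for autofluorescence.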
Starred values were filed as active, the others as inactive; ? = inconclusive; · = not tested or not shown; [ ] = another dose, or the depositor's remark. Unless noted, calls come from the whole dose curve; as a rule, active = well fitted curve in the direction sought with a large enough effect; inconclusive = small, poorly fitted or top-dose-only effect, or another doubt; inactive = no such curve, though single readings can be large; an effect the other way counts as inactive or inconclusive.

molecule,Menin MLL FP TR,Tb PFK inh,ASM inhibitor,GALK inh,BCR signal inh,B2AR arrestin,Coupling enz,TSG101-PTAP inh,PKM2 act,Giardia killer,a7 integrin act
COc1ccc(C(=O)c2c(C)c3cc(C)ccc3n2CC(O)CN2CCOCC2)cc1 (stereo not drawn),-8%,1%,-3%,1%,-5%,0.9%,0,-5%,2%,-25,-3%
c1cc2c(cc1-c1[nH]ncc1CN1C[C@H]3CC[C@H]1C3)OCO2,-1%,-6%,0%,2%,?,-0.6%,-4,-4%,0%,8,1%
CCOC(=O)CNC(=O)CSc1nc2nc(C)c(Br)cc2[nH]1,-2%,0%,5%,1%,-1%,-1.0%,7,1%,4%,-14,?
O=c1[nH]c2ccccc2c2nc3ccccn3c12,?,1%,-5%,-1%,?,0.5%,-1,-8%,-20%,-28,-16%
Cn1cccc1CNC(=S)Nc1ccccc1F,15%,-1%,8%,4%,-11%,-0.4%,1,-3%,-2%,15,13%
CC(C)NC(=O)CSc1nc2ccccc2n1CC(=O)N(C(C)C)C(C)C,-10%,-5%,2%,2%,?,0.1%,-1,-1%,3%,9,6%
COc1cc(/C=N/n2cnnc2)ccc1OC(=O)c1cccnc1,-15%,-4%,4%,0%,?,-0.2%,-3,-4%,-18%,-8,10%
Cc1cccc(NC(=O)[C@H](C)NC(=O)[C@@H]2Cc3ccccc3CN2C(=O)OC(C)(C)C)c1,·,2%,4%,-1%,?,0.0%,·,-3%,·,8,-17%
O=C(NCC(=O)N1CC=C(c2ccccc2)CC1)c1ccco1,·,-13%,1%,·,9%,-0.3%,·,1%,·,-9,-14%
COc1ccc(N2CCN(S(=O)(=O)c3ccc4c(c3)CC(C)N4C(=O)C3CC3)CC2)cc1 (stereo not drawn),20%,2%,-1%,9%,3%,0.4%,1,-6%,0%[0.46 µM],10,20%
Cc1ccc(N(Cc2cc3ccc(C)cc3[nH]c2=O)C(=O)c2ccco2)cc1,·,5%,-1%,5%,-8%,-0.1%,6,-1%,1%,-11,-34%
CCC(=O)NC(=S)Nc1ccc(NC(=S)NC(=O)c2ccc(C)cc2)cc1,·,0%,-3%,0%,-3%,0.0%,2,0%,1%,-19,7%
COc1ccc(CN2C(=O)c3ccccc3C(/C=N\OCc3ccc(C)cc3)C2=O)cc1 (stereo not drawn),-3%,-2%,40%[activator],-3%,?,-0.5%,-15,0%,3%,10,-3%
O=C(c1cccs1)N1CCCC(c2nc3c(nnn3Cc3ccccc3)c(=O)[nH]2)C1 (stereo not drawn),·,-7%,0%,-1%,?,-0.6%,9,2%,10%,5,-15%
Cc1ccc(CNC(=O)c2coc(=O)c3ccccc23)o1,-13%,-6%,1%,1%,-23%,-0.4%,-12,-1%,13µM*,2,-31%
O=C(c1ccc(F)cc1)N1CCCC(N2CCN(Cc3ccc4c(c3)OCO4)CC2)C1 (stereo not drawn),·,1%,-2%,7%,-7%,-0.2%,·,-5%,-20%,29,28%
CCN(CC)C(=O)C1CCN(S(=O)(=O)c2ccc(C3CNC(=O)C3)cc2)CC1 (stereo not drawn),26%,-1%,0%,-3%,2%,0.2%,10,0%,1%,7,-4%
CCN(C(=O)COC(=O)c1cccnc1)c1cccc2ccccc12,·,0%,-1%,·,-1%,0.0%,·,-1%,·,-3,39%
CSCCC(NC(=O)c1ccccc1)C(=O)N1CCN(C(=O)c2ccccc2)CC1 (stereo not drawn),·,-3%,3%,·,2%,0.3%,·,-2%,·,3,?
COc1ccc2cc(CN(CCCN3CCOCC3)Cc3nnnn3C3CCCC3)c(=O)[nH]c2c1,0%,2%,12%,6%,-19%,-0.4%,7,-2%,?,3,3%
CCN(C(=O)COC(=O)c1ccc(=O)n(Cc2ccccc2)n1)C1CCCCC1,·,0%,2%,·,1%,0.3%,·,6%,·,2,?
Cc1c(N=C2N=C(NC(=O)c3ccc(F)cc3)c3ccccc32)c(=O)n(-c2ccccc2)n1C,-19%,-9%,-16%,1%,?,0.0%,4,?,-10%,6,1%
Cc1[nH]c2ccccc2c1CN1CCN(c2ccccn2)CC1,·,4%,2%,-4%,0%,-0.3%,1,1%,-1%,12,-30%
COc1ccc(NC(=O)N2CCN(c3ccc([N+](=O)[O-])cc3)CC2)cc1,0%,-1%,2%,1%,-4%,0.0%,1,-7%,0%,-12,2%
O=C(CN1CCOC1=O)N1CCCC(N2CCN(c3cccc(C(F)(F)F)c3)CC2)C1 (stereo not drawn),·,-4%,-5%,-6%,10%,-0.5%,·,-7%,·,2,9%
O=C1N=c2ccccc2=C1c1sc(=S)n(NC(=O)c2cccc(O)c2)c1O,-19%,11%,?,14%,?,0.1%,0,-1%,-5%,-6,-15%
Cc1cc(OCC(=O)NCCO)ccc1Cl,-26%,-12%,3%,-4%,?,0.2%,4,-5%,-4%,0,0%
Cc1ccc2c(c1)C(c1ccc(N3CCOCC3)cc1)=NNC(c1cccs1)=N2,2%,0%,-14%,-1%,-3%,1.8%,3,-7%,-2%,-1,-35%[7.66 µM]
CCOC(CNC(=O)c1ccc2c(c1)ncn2-c1ccc(F)c(F)c1)OCC,?,-4%,4%,3%,-28%,-0.3%,0,-3%,-7%,7,-32%
CC(=O)c1c(C)[nH]c(C(=O)NCc2ccccn2)c1C,13%,-3%,7%,3%,2%,-0.3%,0,-4%,2%,0,9%
Cc1cccc(S(=O)(=O)Nc2nc3ccccc3nc2NCc2ccc3c(c2)OCO3)c1,3%,-4%,15%,2%,2%,0.2%,6,-1%,-3%,-24,15%
CC1CC(C)CN(C(=S)Nc2ccc(SC(F)F)cc2)C1 (stereo not drawn),4%,13%,-1%,3%,1%,-0.4%,3,0%,5%,16,7%
O=C(c1ccccn1)N1N=C2/C(=C/c3ccccc3)CCCC2C1c1ccccc1 (stereo not drawn),-1%,-2%,-1%,0%,-18%,2.8%,8,-3%,-1%,-28,0%
Cc1nc(N2CCN(S(=O)(=O)c3ccc(Br)cc3)CC2)c2c(C)c(C)sc2n1,10%,4%,-7%,6%,9%,-0.3%,1,-5%,-3%,17,1%
CCCN(CCC)C(=O)Cn1c(=O)n(CCCC(=O)NCc2ccco2)c(=O)c2sccc21,0%,-5%,0%,4%,-2%,-0.2%,3,-7%,-2%,7,0%
Cn1cccc1/C=N/NC(=O)CSc1nc2ccccc2n1C,·,-1%,0%,0%,?,0.2%,-16,-1%,5%,-6,-18%
COC(=O)c1ccccc1S(=O)(=O)N1CCCC(c2nc3c(nnn3Cc3ccc(C)cc3)c(=O)[nH]2)C1 (stereo not drawn),?,5%,-16%,5%,-13%,0.3%,1,0%,·,22,45%
CCC1Nc2ncnc(N3CCOCC3)c2N(Cc2ccc(Cl)cc2)C1=O (stereo not drawn),·,6%,5%,·,0%,-0.2%,·,-1%,·,2,-2%
COc1cccc(C(=O)N(C)Cc2c(C)nn(C3CCS(=O)(=O)C3)c2C)c1 (stereo not drawn),·,0%,-4%,·,5%,-0.3%,·,1%,·,-5,24%
CC1CCN(c2c([N+](=O)[O-])nn(-c3ccc4c(c3)OCCO4)[n+]2[O-])CC1,-3%,3%,-17%,1%,?,-1.0%,-1,1%,-2%,?,22%
CCc1cc2c(=O)c(-n3cnc4ccccc43)coc2cc1O,26%,-5%,56%[activator],4%,2%,4.4%,5,-2%,6%,-1,28%
COc1cc(C(C)=O)ccc1Oc1ccc(S(=O)(=O)N2CCOCC2)cn1,·,-1%,5%,·,1%,0.5%,·,-3%,·,0,9%
COC(=O)c1ncccc1SC,-7%,-1%,5%,4%,-2%,-0.4%,0,-1%,-6%,8,6%
O=S(=O)(c1ccc(Cl)cc1)N1CCn2c1nc1ccccc12,2%,0%,1%,4%,5%,-0.7%,-8,-4%,-1%,10,21%
O=C(NCc1n[nH]c(=S)n1-c1ccc(Cl)c(Cl)c1)c1ccc(S(=O)(=O)N2CCCCC2)cc1,?,-5%,-8%,-2%,10%,-0.4%,1,-5%,·,4,5%
CCCCCCN1Cc2ccccc2C1,0%,1%,1%,-2%,?,0.3%,0,0%,2%,-10,22%
COc1cccc(NC(=O)CSCc2n[nH]c(=O)[nH]2)c1,-12%,-13%,6%,0%,10%,0.0%,0,-1%,-1%,-12,21%

Compound activity from PubChem.

Only part of the results is shown (hit frequency here may not be typical).
